Screens: PubChem BioAssay, The Scripps Research Institute Molecular Screening Center
CHO-K1 Ca antag = nonselective inhibitor or artifact in parental CHO-K1 cells; ATP-induced calcium, Fluo-8 fluorescence; 360,000 compounds, 0.6% hits; inhibition, % at 3 µM; AID 602250;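 active means inhibition above a per-plate cutoff, the plate's mean sample inhibition plus 3 SD, cut at about 24% in these data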;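 further: 0% = DMSO plus EC80 ATP and 100% = DMSO alone without ATP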
M1 antag = antagonists of human M1 muscarinic receptor. CHO-K1 hM1, Fluo-8 calcium fluorescence, ACh EC80 antagonist. inhibition, % at 3 µM. 360,000 compounds, 1.3% hits;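 active means percent inhibition above its own plate's cutoff, namely the mean of that plate's compound wells plus 3 SD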;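 further: peak over basal fluorescence ratio during 140 s after agonist addition; 0% = ACh EC80 plus DMSO and 100% = DMSO alone without agonist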
Target sequence (P11229 whole entry, looked up): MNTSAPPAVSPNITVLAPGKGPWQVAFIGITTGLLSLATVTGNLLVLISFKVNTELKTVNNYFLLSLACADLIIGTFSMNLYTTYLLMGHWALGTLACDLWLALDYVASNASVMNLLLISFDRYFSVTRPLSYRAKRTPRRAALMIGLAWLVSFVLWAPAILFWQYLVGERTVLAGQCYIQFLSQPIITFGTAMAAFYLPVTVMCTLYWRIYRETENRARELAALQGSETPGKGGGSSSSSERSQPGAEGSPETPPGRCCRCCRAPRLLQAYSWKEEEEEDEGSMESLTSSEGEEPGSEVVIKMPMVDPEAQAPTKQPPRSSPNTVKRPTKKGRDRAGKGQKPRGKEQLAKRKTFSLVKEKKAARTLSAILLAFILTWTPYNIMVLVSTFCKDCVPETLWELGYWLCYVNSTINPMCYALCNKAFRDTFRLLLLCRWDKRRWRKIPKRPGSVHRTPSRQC
M1 PAM parental = M1 PAM counterscreen hit in parental CHO-K1 cells; ATP EC20, Fluo-8 calcium fluorescence; 0% at ATP EC20, 100% at ATP max; AID 602247; activation, % at 3 µM; 360,000 compounds, 0.02% hits;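 active means activation above the run cutoff, the mean activation of all test compounds plus 3 SD, cut at about 40% in these data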;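 further: peak over basal fluorescence ratio in a 140 s read after ATP addition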
TAAR1 antag = antagonists of human TAAR1; Q96RJ0; CHO RD-HGA16 TAAR1, Fluo-8 calcium fluorescence, antagonist; inhibition, % at 3 µM; 360,000 compounds, 1.5% hits; AID 624466;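 active means inhibition above a per-plate cutoff, the mean inhibition of test compounds on that plate plus 3 SD, cut at about 49% in these data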;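 further: 0% = DMSO plus EC80 beta-PEA response and 100% = DMSO alone without agonist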
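System: CHO RD-HGA16 cells bearing hTAAR1. Reagent: EC80 β-phenethylamine stimulus. Schedule: seeding 17-24 h prior, 75-min 37 °C, 30-min RT dye loading. Signal: Fluo-8 intracellular calcium dye fluorescence, real-time kinetic reads. Read-out: % inhibition from peak post-agonist over basal fluorescence ratio. Benchmarks: vehicle wells and EC80 agonist wells. Replicates: n of 1.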
TAAR1 ag = human TAAR1 agonism; Q96RJ0; CHO RD-HGA16 TAAR1, Fluo-8 calcium fluorescence; vehicle wells 0%, saturating PEA agonist 100%; activation, % at 3 µM; 360,000 compounds, 0.99% hits; AID 624467;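 active means activation above the mean activation of all test compounds in the run plus 3 SD, cut at about 38% in these data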
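Assay system: CHO-derived RD-HGA16 cells with stable Gα16 and human TAAR1; timing: 17-24 h seeding, 75 min 37 °C dye, 30 min RT; read-out: % activation from peak over basal fluorescence ratio, DMSO-to-PEA scaled; measured by: kinetic Fluo-8 calcium fluorescence; benchmarks: low control DMSO, high control PEA (EC100); doses: 3 µM single concentration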
M1 ag parental = nonselective activator or artifact in parental CHO-K1 cells. Fluo-8 calcium fluorescence; scaled to maximal ATP response, vehicle zero. activation, % at 3 µM. 360,000 compounds, 0.48% hits. AID 602248; in the data active means activation above about 15%;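 further: untransfected CHO-K1 host cells lacking M1 receptor as counterscreen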
CHO parental Ca = counter-screen for OX1R antagonists: effect in parental CHO cells. inhibition, % at 5.6 µM. AID 463079. 330,000 compounds, 0.63% hits. parental CHO-K1, ATP-induced calcium, Fluo-8 fluorescence;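 active means inhibition above that plate's mean sample inhibition plus 3 SD, cut at about 26% in these data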;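 further: 0% = ATP-challenged DMSO wells and 100% = DMSO wells without ATP; some compounds past the cut are filed as inactive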
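Assay system: untransfected parental CHO cell line. Also added: ATP agonist challenge. Dosing: one dose, 5.6 µM nominal. Measured by: Fluo-8 fluorescence. Read-out: % inhibition. Benchmarks: ATP wells versus no-ATP DMSO wells. Repeats: no replicates.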
M1 ag = human M1 muscarinic receptor agonism. 360,000 compounds, 0.33% hits. CHO-K1 hM1, Fluo-8 calcium fluorescence, agonist mode; 0% DMSO, 100% acetylcholine EC100. AID 588814. activation, % at 3 µM;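 active means activation above the run's mean compound activation plus 3 SD, cut at about 16% in these data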;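 further: peak over basal fluorescence ratio within a 140 s kinetic read after compound addition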
OXTR potentiator = potentiates the human oxytocin receptor response; P30559; CHO-OTR cells, Fluo-8 calcium fluorescence, potentiator mode; 0% = oxytocin EC15, 100% = EC100; activation, % at 3 µM; 320,000 compounds, 0.061% hits;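 active means activation above that plate's cutoff, the mean activation of tested compounds plus 3 SD, cut at about 6.6% in these data, passing the limit was not always enough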;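 further: 100% uses oxytocin at 75 nM as the full agonist control; some results filed as inactive read as strong as hits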
Target sequence (P30559 whole entry, looked up): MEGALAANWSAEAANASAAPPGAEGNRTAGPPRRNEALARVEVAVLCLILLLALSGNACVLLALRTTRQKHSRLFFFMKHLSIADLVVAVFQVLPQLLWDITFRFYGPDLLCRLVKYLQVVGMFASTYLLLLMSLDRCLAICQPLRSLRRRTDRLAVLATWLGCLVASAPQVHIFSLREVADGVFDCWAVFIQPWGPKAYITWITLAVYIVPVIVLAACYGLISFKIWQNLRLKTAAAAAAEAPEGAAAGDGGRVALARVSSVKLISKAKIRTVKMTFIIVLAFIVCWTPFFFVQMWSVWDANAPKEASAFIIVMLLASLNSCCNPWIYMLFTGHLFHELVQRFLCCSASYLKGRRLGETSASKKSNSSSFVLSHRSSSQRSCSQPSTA
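assay system = CHO-OTR cells, human receptor | schedule = compound 6 min at room temperature before oxytocin, 100 s read | detection = Fluo-8 intracellular calcium fluorescence, ex 470-495, em 515-575 nm | evaluation = normalized max/min fluorescence ratio, % activation | control set = EC15 oxytocin alone as 0%, 75 nM oxytocin (EC100) as 100%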
* = called active by the depositor; nt = not tested or not shown.

SMILES	CHO-K1 Ca antag	M1 antag	M1 PAM parental	TAAR1 antag	TAAR1 ag	M1 ag parental	CHO parental Ca	M1 ag	OXTR potentiator
COc1ccc2nc(NC(=O)C3CCCN3S(=O)(=O)c3ccc(C)cc3)sc2c1 (stereo not drawn)	-8	-33	22	-11	3	3.0	-7	-3	-14
CCOc1ccc(C(C(=O)NC2CCCC2)N(CCCO)C(=O)c2ccc(-c3ccccc3)[nH]2)cc1 (stereo not drawn)	-17	5	21	32	7	3.7	-13	-2	-9
COc1ccc(CC(=O)NC(C)c2nnc(SCC(=O)Nc3nc(C)cs3)n2C)cc1 (stereo not drawn)	31*	5	-6	7	10	-0.1	3	-4	6
O=C(Nc1ccn(Cc2c(F)c(F)cc(F)c2F)n1)c1ccc(COc2ccc(Cl)cc2Cl)o1	-6	-3	14	7	8	1.9	-4	-4	-5
COc1ccc(/C=N/Nc2nc(-c3ccc(C)cc3)c(NC(C)=O)s2)cc1OC	-1	2	5	-6	1	0.1	-18	-2	-4
CCNC(=S)N1CCN(Cc2ccc3c(c2)OCO3)CC1	-6	-3	2	7	-1	0.5	-12	-4	-4
Cc1ccc(C)c(-n2c(Cc3cccs3)n[nH]c2=S)c1	-1	-8	25	6	9	0.6	-9	-9	-8
COc1ccc(OC)c2[nH]c(C(=O)O)cc12	-8	-13	28	3	1	0.2	-3	0	-5
CCOC(=O)/C(C#N)=C\c1ccc(OCC(=O)Nc2ccc(C)cc2C)c(OC)c1	2	-6	5	-6	14	0.0	-13	-2	-4
O=C(O)Cn1cc(C(=S)N2CCOCC2)c2ccccc21	-22	-27	-6	0	9	0.2	-1	2	-7
CC1=C(C(=O)N2CCCCCC2)C2(CCC(C)CC2)OC1=O (stereo not drawn)	19	1	-5	-9	17	-0.5	-17	-7	-1
CC(=O)c1ccc(NC(=O)Nc2sc(NS(=O)(=O)c3ccccc3)nc2C)cc1	3	-8	10	7	3	-1.0	7	-6	-5
CC1CN(C(=O)CCC(=O)NCc2ccc(Cl)cc2)c2ccccc2S1 (stereo not drawn)	13	8	-5	43	11	3.0	8	0	-24
O=C(CSc1nccn1Cc1ccco1)Nc1ccc(F)cc1	-11	0	7	-8	-1	1.1	-3	-3	-3
COc1ccccc1Nc1nc(C)c(C(=O)Nc2ccccc2)s1	-10	2	10	9	2	2.5	-21	-6	-9
CCC1(CC)Cc2ccccc2-c2nc(CCl)[nH]c(=O)c21	-3	-4	-7	14	3	0.2	-7	-4	-6
CCOc1cccc(C(=O)N2CCCN(C)CC2)c1	-7	-19	16	-26	1	-0.1	-6	-8	-1
Cc1c(CCCC(=O)O)sc(N)c1C(=O)c1cccc(C(F)(F)F)c1	-3	-3	9	4	-1	0.8	9	-1	2
CCOC(=O)C1(Cc2cccc(F)c2)CCN(Cc2cn(CC)nc2C)CC1	8	17	-10	13	5	3.9	-5	-12	-8
COC(=O)c1ccccc1NC(=O)CSc1nc2ncccc2[nH]1	-14	1	-9	-32	10	2.6	-11	-4	1
Cc1ccc(C(C)C)c(OCC#CCN2CCOCC2)c1	7	5	-6	-15	1	0.5	-14	-8	-11
C/C(=N\Nc1nc(C(C)(C)C)cs1)c1ccc(O)cc1	8	-12	1	-24	1	-0.4	-6	-2	-6
CCC1(c2ccc(F)cc2)NC(=O)N(CC(=O)N2CCOCC2)C1=O (stereo not drawn)	3	-14	21	1	7	3.6	-5	1	-4
O=[N+]([O-])c1ccc(OCc2cn([C@@H](CO)c3ccccc3)nn2)c(Br)c1	-2	3	-4	19	12	1.1	-4	-4	-5
CCc1ccccc1NC(=S)N1CCC(C(=O)c2ccc(F)cc2)CC1	-22	-30	18	9	9	2.5	-4	-2	1
CCCCc1nnc(NC(=O)Cn2cnc3ccccc3c2=O)s1	-13	-5	-12	-25	2	0.2	-23	-1	-7
CCCCn1c(=O)[nH]c(=O)c2c1nc(-c1ccccc1F)n2Cc1ccccc1	-13	2	18	-39	4	-0.5	-19	-2	2
COc1cccc(C2C=C(Nc3ccccc3)C(=O)N2c2ccccc2)c1 (stereo not drawn)	-2	3	10	12	0	5.6	0	5	-20
O=C(CCc1nc2ccccc2c(=O)[nH]1)Nc1ccc(Cl)c(Cl)c1	-7	4	18	16	11	2.6	-23	-5	-3
CC(C)c1ccc(S(=O)(=O)c2n[nH]n3c2nc(=O)c2ccccc23)cc1	-16	-22	9	-12	2	0.8	-6	0	0
CC1Oc2ccccc2OC1C(=O)Nc1nccs1 (stereo not drawn)	2	1	-3	-13	-1	0.8	-10	-3	0
Cc1ccc(S(=O)(=O)N2CCCCC2)cc1C(=O)Nc1ccccn1	4	-10	5	-4	1	0.2	-15	-1	-3
Cn1ncc(C#N)c1NC(=O)C1CC(c2ccc(Cl)c(Cl)c2)=NO1 (stereo not drawn)	-7	11	8	5	12	4.8	1	2	-24
CSc1nc(-c2ccccc2)c(C#N)c(=O)n1C	-6	-14	17	-20	-2	-0.6	-3	-14	-16
COCCCNCCCOc1ccc(C(C)(C)c2ccccc2)cc1	-7	2	23	-22	30	1.9	-9	-10	-8
O=C(O)c1ccc(N=Cc2nc(-c3ccco3)oc2O)cc1	2	1	5	17	0	-0.2	-8	-4	2
CC(Oc1ccccc1)C(=O)NCc1cccnc1 (stereo not drawn)	-8	-11	-3	-9	4	0.1	-8	0	-4
O=C(CCN1C(=O)c2cccc3cccc(c23)C1=O)N1CCOCC1	-4	22	7	-9	2	5.5	3	-4	-14
CCOc1ccccc1CNS(=O)(=O)c1ccc(-c2cnc(C3CC3)o2)cc1	14	36*	-15	58*	4	13	33*	3	-14
CC(C)Nc1nc(NC(C)C)nc(SCC(N)=O)n1	4	3	6	-13	12	0.5	-3	-6	-1
Cc1ccc(S(=O)(=O)NCCCCCC(N)=O)cc1	-2	-7	3	6	6	0.4	-4	-2	-8
CCOC(=O)C1CCN(C(=O)C2(NC(=O)Nc3ccccc3C)CCCCC2)CC1	-11	-12	9	1	-3	-0.2	-10	-1	-7
Cc1ccc(C)c(NC(=O)CSc2ccc(-c3cccs3)nn2)c1	-6	-15	13	-1	2	0.4	-10	-7	0
O=C(CCCN1C(=O)/C(=C/c2ccc3c(c2)OCO3)SC1=S)Nc1ccc(C(=O)O)cc1	10	12	-21	-13	0	-0.1	-9	1	-14
COc1ccc(F)cc1CN1CCN(C(=O)CCC(=O)Nc2nnc(C(C)C)s2)CC1	-13	-12	28	4	2	1.3	-13	-5	2
COc1cc2cnc(CCCC#N)cc2cc1OC	-12	-6	16	-5	3	0.7	0	-5	-2
CCOC(=O)c1c(NC(=O)CSc2nnc(Cc3csc(N)n3)n2C)sc(C)c1C	0	-4	20	-6	11	-0.7	-16	-8	-1
O=C(NC1CC1(c1ccccc1)c1ccccc1)c1ccccc1 (stereo not drawn)	-12	-14	21	-10	3	1.0	nt	-7	nt
O=C(COC(=O)[C@@H]1CC(O)CN1S(=O)(=O)c1ccc(Cl)c(Cl)c1)NC(=O)NCc1ccccc1 (stereo partly drawn)	-16	1	17	-1	5	1.7	-11	-2	-2
CCn1c(=O)c(C(=O)Nc2ccccc2S(N)(=O)=O)c(O)c2ccccc21	12	-3	-8	15	8	-0.1	3	-3	-10
Other results
SMILES	CHO-K1 Ca antag	M1 antag	M1 PAM parental	TAAR1 antag	TAAR1 ag	M1 ag parental	CHO parental Ca	M1 ag	OXTR potentiator
CSc1nc2sc(-c3ccccc3)cc2c(=O)n1N	-7	3	0	0	-2	0.4	-4	-3	-3
CCCCn1c(N)c(N(CCOC)C(=O)Cn2c(=O)cnc3ccccc32)c(=O)[nH]c1=O	-16	-14	10	0	0	0.9	-13	-3	-2
Cc1ccccc1-n1nc2c(c1NC(=O)c1ccc3c(c1)OCO3)CS(=O)(=O)C2	-3	0	13	-1	1	0.5	-6	-2	-7
CC(C)Cc1n[nH]c(=O)c2c1nnn2Cc1ccccc1F	-23	-16	15	-10	6	1.4	-11	-5	-4
CCCn1c(N)c(N2CCCCC2)c(=O)n(CC(=O)Nc2ccccc2C(F)(F)F)c1=O	-14	-9	18	-10	-1	0.4	-15	-2	2
COC(=O)CN1C2(C#N)CCCCC2CC2CCCCC21C#N (stereo not drawn)	-11	-13	19	-6	4	1.0	1	-5	-7
COc1ccc(C(O)c2ncc(-c3ccccc3OC)[nH]2)cc1 (stereo not drawn)	-4	4	7	2	8	0.3	nt	-1	nt
Cc1ccccc1Cn1cc(NC(=O)c2cc(-c3cccs3)on2)cn1	-5	7	8	62*	27	0.7	-2	-3	-10
CCOc1cccc(CN2CCN(c3cccc(C(F)(F)F)c3)CC2)c1O	-3	5	10	-2	16	1.1	-35	-7	-7
Cc1cc(C(=O)COC(=O)c2ccc(O)cc2O)c(C)n1C(C)C	-9	-2	5	-5	5	1.8	-19	3	-9

3 neighbouring entries out of the list so far, for reference:
SMILES	CHO-K1 Ca antag	M1 antag	M1 PAM parental	TAAR1 antag	TAAR1 ag	M1 ag parental	CHO parental Ca	M1 ag	OXTR potentiator
Cc1ccccc1Cn1cc(NC(=O)c2cc(-c3cccs3)on2)cn1	-5	7	8	62*	27	0.7	-2	-3	-10
CCOc1cccc(CN2CCN(c3cccc(C(F)(F)F)c3)CC2)c1O	-3	5	10	-2	16	1.1	-35	-7	-7
Cc1cc(C(=O)COC(=O)c2ccc(O)cc2O)c(C)n1C(C)C	-9	-2	5	-5	5	1.8	-19	3	-9

Carrying on:
SMILES	CHO-K1 Ca antag	M1 antag	M1 PAM parental	TAAR1 antag	TAAR1 ag	M1 ag parental	CHO parental Ca	M1 ag	OXTR potentiator
CCN(CC)S(=O)(=O)c1ccc(OC)c(NC(=O)c2cccc(C)c2[N+](=O)[O-])c1	-3	-12	10	9	2	0.4	-24	-2	3
CCNS(=O)(=O)c1ccc(NC(=S)N2CCc3ccccc32)cc1	-9	-6	17	18	19	3.5	nt	0	nt
O=C(NCc1nnc(SCC(=O)N2CCCCC2)o1)c1c(F)cccc1F	-2	6	-1	-19	7	0.6	-7	-3	6
Cc1ccc(OCCCN2CCOCC2)c([N+](=O)[O-])c1	-17	-10	9	-4	7	-0.1	-5	-11	1
O=C(NC1CCCC1)C1CCN(C(=O)Nc2cccc(Cl)c2)CC1	-13	-5	20	-7	9	5.6	-15	-4	-4
COc1cccc(Nc2ncnc3c2cnn3-c2cccc(C)c2)c1	-1	-5	12	26	5	0.5	-10	-4	-2
